MrgX1 ag: agonists of human MrgX1 receptor, primary screen, HEK293 cells, Fluo-4 calcium flux; Mas-related G-protein coupled receptor member X1 (Homo sapiens), Q96LB2; 310,000 tested, 0.44% active; B-score at 10 µM; Fluo-4 calcium fluorescence, agonist mode; active compounds read high;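 active means calcium response B-score plate-corrected fluorescence ratio at least 3 library SD, with starting fluorescence B-score inside 5 SD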
Target sequence (Q96LB2 whole entry, looked up): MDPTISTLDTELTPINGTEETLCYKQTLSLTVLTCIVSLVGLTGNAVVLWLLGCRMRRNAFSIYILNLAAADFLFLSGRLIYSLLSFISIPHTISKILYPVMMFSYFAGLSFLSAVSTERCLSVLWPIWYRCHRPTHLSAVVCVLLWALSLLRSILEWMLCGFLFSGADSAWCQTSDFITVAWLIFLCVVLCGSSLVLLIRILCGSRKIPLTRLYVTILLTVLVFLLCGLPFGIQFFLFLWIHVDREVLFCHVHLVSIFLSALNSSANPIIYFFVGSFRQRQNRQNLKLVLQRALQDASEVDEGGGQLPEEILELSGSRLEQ
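Test system: Stable human MrgX1 HEK293 cell line | Schedule: Overnight plating before 1 h dye loading | Read-out basis: Baseline-normalised fluorescence change ratio, B-scored | Detection: Kinetic calcium dye fluorescence, Fluo-4 NW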
RGS4 block: RGS4 inhibitors, primary screen, cell-based, HEK293 M3R inducible RGS4, calcium flux. Fluo-4 calcium flux; active compounds read high; triggered by carbachol at its EC20. B-score at 10 µM. 310,000 tested, 0.45% active. AID 463165, 2010;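 active means B-score, a plate-corrected calcium signal, over three deviations above library mean, with baseline fluorescence within five deviations of library mean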;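 further: RGS4 expression induced by doxycycline in cells with stable M3 receptor; B-score is computed from the integrated fluorescence ratio over baseline after carbachol; higher B-score means a larger calcium signal and so more RGS4 inhibition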
Target sequence (P49798 whole entry, looked up): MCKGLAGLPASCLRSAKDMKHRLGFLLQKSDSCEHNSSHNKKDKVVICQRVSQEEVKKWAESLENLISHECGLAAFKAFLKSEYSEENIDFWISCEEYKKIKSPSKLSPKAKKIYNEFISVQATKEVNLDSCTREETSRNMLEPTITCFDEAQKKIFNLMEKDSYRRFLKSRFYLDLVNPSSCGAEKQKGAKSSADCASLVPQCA
KCNK9 inh: KCNK9 potassium channel inhibitors, primary screen, HEK293 cells, thallium flux; 310,000 tested, 1.2% active; FluxOR thallium flux fluorescence; active compounds read low; AID 488922, 2010; B-score at 10 µM;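 active means ratio B-score over 3 SD below the library mean, with starting fluorescence within 5 SD of its mean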;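 further: negative B-score means less thallium flux so channel inhibition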
Target sequence (Q9NPC2 whole entry, looked up): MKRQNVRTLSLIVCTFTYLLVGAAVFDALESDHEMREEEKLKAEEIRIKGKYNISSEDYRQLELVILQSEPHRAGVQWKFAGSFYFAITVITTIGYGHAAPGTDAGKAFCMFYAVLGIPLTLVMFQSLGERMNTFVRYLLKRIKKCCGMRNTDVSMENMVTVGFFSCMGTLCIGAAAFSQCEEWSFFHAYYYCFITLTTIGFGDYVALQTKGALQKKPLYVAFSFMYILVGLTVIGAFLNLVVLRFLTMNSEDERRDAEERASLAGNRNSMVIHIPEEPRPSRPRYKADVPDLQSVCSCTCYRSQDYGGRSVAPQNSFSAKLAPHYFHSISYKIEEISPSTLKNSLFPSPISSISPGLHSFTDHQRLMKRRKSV
RGS4 act: RGS4 potentiators or activators, primary screen, cell-based, HEK293 M3R inducible RGS4, calcium flux; carbachol calcium flux Fluo4; active compounds read low; B-score at 10 µM; 310,000 tested, 0.92% active;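 active means B-score of the integrated calcium signal more than 4 SD below the library mean, with starting fluorescence not abnormally high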;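 further: negative B-score means reduced calcium response which marks RGS4 activation or potentiation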
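Also added: carbachol at ECmax as muscarinic agonist stimulus; Assay system: HEK293 cells with stable M3R and inducible RGS4; Timing: overnight RGS4 induction, 30 min dye load 37 °C, 20 min compound RT; Measured by: Fluo4-AM (2 µM) calcium-flux fluorescence, kinetic read.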
KCNQ1 inh: inhibitors of human KCNQ1 channel, primary screen, cell-based, thallium flux, high-throughput; CHO-K1 KCNQ1, FluxOR thallium flux fluorescence; active compounds read high; 310,000 tested, 1.3% active; B-score at 10 µM;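 active means compounds whose thallium flux B-score, printed positive for inhibition, exceeds three library SD while starting fluorescence stays within three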;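 further: channel opened by potassium depolarization with thallium stimulus after 20 min compound exposure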
ANO1 activ: TMEM16A chloride channel activators or potentiators, primary screen, cell-based, HTS | 340,000 tested, 0.3% active | B-score at 10 µM | Anoctamin-1 (Mus musculus), Q8BHY3 | HEK293 TMEM16A/YFP-H148Q/I152L, iodide quench fluorescence; active compounds read low;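 active means fluorescence-ratio B-score plate-corrected deviation score at least 3 library SD below zero, with starting fluorescence score within 5 deviations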;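 further: channel opened by trigger with iodide after compound preincubation; score built on the fluorescence ratio of max minus min over baseline; more negative score means more quench and so TMEM16A activation or potentiation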
KCNK3 block: human KCNK3 channel inhibitors, primary screen, CHO cells, FluxOR thallium flux, B-score; AID 602410, 2012; 340,000 tested, 0.84% active; FluxOR fluorescence; active compounds read low; B-score at 10 µM; Potassium channel subfamily K member 3 (Homo sapiens), O14649;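 active means B-score under library mean minus 4 SD, starting fluorescence ratio at most library mean plus 5 SD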;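 further: more negative B-score means stronger inhibition of thallium flux through KCNK3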
MrgX1 allo act: positive allosteric modulators of MrgX1, primary screen, HEK293 cells, Fluo-4 calcium flux; Mas-related G-protein coupled receptor member X1 (Homo sapiens), Q96LB2; FDSS; active compounds read high; B-score at 10 µM; 310,000 tested, 0.63% active; AID 588675, 2011;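 active means plate-corrected calcium response at least 3 library SD above typical, normal starting fluorescence, not activating the receptor alone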;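 further: compound read alongside a low EC10 to EC30 dose of BAM8-22 agonist; peak minus trough fluorescence over baseline measured at the second addition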
hERG rescue: hERG rescue from dofetilide block, primary screen, cell-based, CHO-hERG, FluxOR thallium flux, dofetilide IC70; Voltage-gated inwardly rectifying potassium channel KCNH2 (Homo sapiens), Q12809; dofetilide IC70 present; activation (rescue from dofetilide block), less the hit threshold, % at 10 µM; 310,000 tested, 0.51% active;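 active means activation above the mean of controls blocked by dofetilide plus 5 SD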;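 further: thallium influx through hERG after potassium depolarization seen as dye fluorescence rise; in these data hits start at about 4.7%; inactives centre near -7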
KCNQ1 pot: potentiators or activators of KCNQ1 channel, primary screen, cell-based, thallium flux, high-throughput; 310,000 tested, 0.35% active; CHO-K1 KCNQ1, thallium flux FluxOR fluorescence; active compounds read high; Potassium voltage-gated channel subfamily KQT member 1 (Homo sapiens), P51787; B-score at 10 µM;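 active means fluorescence ratio B-score, a plate-corrected score, at least three library SD, with initial intensity B-score within 5 SD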
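Assay system: CHO-K1 cells stably expressing KCNQ1; Medium: assay buffer with matched DMSO; Also added: K+/Tl+ depolarizing stimulus; Dosing: single dose; Timing: dye 90 min, compound 20 min, room temperature; Measured by: kinetic FluxOR thallium fluorescence, 10-s 1-Hz baseline, 110-s post-stimulus read; Read-out: peak-minus-minimum fluorescence over initial fluorescence, negative-control normalized, B-scored.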
TMEM16A inh: TMEM16A chloride channel inhibitors, primary screen, cell-based, HTS; Anoctamin-1 (Mus musculus), Q8BHY3; HEK293 TMEM16A/YFP iodide influx fluorescence, ionomycin; normalized B-score (activity score, 25-100; higher = stronger inhibition) at 10 µM; 310,000 tested, 1.2% active; AID 588511, 2011;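 active means ratio plate-corrected score three or more library SD toward inhibition, starting fluorescence score within five deviations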;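 further: score derived from kinetic fluorescence span divided by baseline fluorescence per well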
* hit, by the source's call; i = inactive; · = not tested or not shown.

SMILES	MrgX1 ag	RGS4 block	KCNK9 inh	RGS4 act	KCNQ1 inh	ANO1 activ	KCNK3 block	MrgX1 allo act	hERG rescue	KCNQ1 pot	TMEM16A inh
Cc1ccc(NC2=C(Cl)C(=O)OC2OC(=O)c2ccco2)cc1 (configuration not stated)	i	i	i	i	i	i	i	i	-8	i	i
C/C(=N\OCc1nc2ccccc2c(=O)n1/N=C/c1cc([N+](=O)[O-])ccc1O)c1ccccc1	i	i	i	i	6*	i	-9.1*	7.3*	-31	i	i
Cn1cnc(S(=O)(=O)N2CCN(c3cccc(Cl)c3)CC2)c1	i	i	i	i	i	i	i	i	-7	i	i
CCCCCCNc1cc2n(c(=O)n1)CCc1cc(OC)c(OC)cc1-2	i	·	·	·	·	i	i	i	·	·	i
COc1ccc(NC(=O)Nc2ccc3nc(C)c(C)nc3c2)cc1	i	i	i	i	i	i	i	i	-11	i	i
O=C(N/N=C/c1ccc([N+](=O)[O-])o1)c1cn(-c2ccccc2)nc1-c1ccccc1	i	i	i	i	i	i	i	i	-2	i	i
Cc1ccc(Nc2nc(C(=O)N3CCC(C(=O)NCc4ccccc4)CC3)cs2)cc1	i	i	i	i	i	i	i	i	-10	i	i
COCc1cc(C)nc(OCC(=O)N/N=C\c2cc(C)n(-c3cccc(C(F)(F)F)c3)c2C)c1C#N	i	i	i	i	i	i	i	i	-5	i	i
CCCCNC(=O)c1cc2cc(OC)ccc2[nH]1	i	i	i	i	i	i	i	i	-4	i	i
COc1ccc(NC(=O)C(C)N2c3cccc4cccc(c34)S2(=O)=O)c(OC)c1 (configuration not stated)	i	i	i	i	i	i	i	i	-5	i	i
O=C(NC1CCCc2ccccc21)C(Cc1ccccc1)NS(=O)(=O)c1cccs1 (configuration not stated)	i	i	i	i	i	i	i	i	-9	i	i
CCN(CC(=O)NCc1ccc(Cl)cc1)C(=O)CSc1ccccc1F	i	i	i	i	i	i	i	i	-13	i	i
COc1ccccc1NC(=O)CC(=O)Nc1ccccc1OC	i	i	i	i	i	i	i	i	-3	i	i
Cc1nc2nc[nH]n2c(=O)c1CCOC(=O)c1ccccc1F	i	i	i	i	i	i	i	i	-3	i	i
CCC1(c2ccc(F)cc2)NC(=O)N(CC(=O)Nc2cccc(S(=O)(=O)N3CCCCC3)c2)C1=O (configuration not stated)	i	i	i	i	i	i	i	i	-7	i	i
CC(/C=C1\N=C(SCc2ccccc2Cl)SC1=O)=C\c1ccccc1	i	i	i	i	i	i	i	i	-2	i	i
CN(C(=S)NC(=O)c1ccc(Br)o1)c1ccccc1	i	i	i	i	i	i	i	i	-1	i	i
COc1ccc2oc(=O)c(C(=O)NCc3ccc4c(c3)OCO4)cc2c1	i	i	i	i	i	i	i	i	-5	i	i
CCCS(=O)(=O)N1CCCC(c2nc(-c3cccc(OC)c3)no2)C1 (configuration not stated)	i	i	i	i	i	i	i	i	-8	i	i
CCN1CCN(Cc2ccc(NC(=O)c3cc(NC(=O)c4ccc5n[nH]nc5c4)cc(OC)c3)cc2C(F)(F)F)CC1	i	i	i	i	i	i	i	i	-12	i	i
COc1ccc(C2c3[nH]c4ccccc4c3CCN2C(=O)c2ccccc2C(C)=O)c(F)c1 (configuration not stated)	i	i	i	i	i	i	i	i	-4	i	i
Cc1ccc(O)c(CNc2nc3ccccc3[nH]2)c1	·	i	i	i	i	i	i	·	-5	i	·
O=C(O)c1cc(-c2ccccc2)n(-c2ccc(F)cc2)n1	i	i	i	i	i	i	i	i	-5	i	i
Cc1onc(-c2ccccc2)c1C(=O)NCCN1CCOCC1	i	i	i	i	i	i	i	i	-5	i	i
O=C(c1ccco1)N1N=C(c2cccs2)CC1c1ccccc1O (configuration not stated)	i	i	i	i	i	i	i	i	-10	i	i
CCOc1ccccc1CNc1nnnn1C	i	i	i	i	i	i	i	i	-4	i	i
NS(=O)(=O)c1ccc(CCNC(=O)Nc2ccc(Cl)cc2)cc1	i	i	i	i	i	i	i	i	-2	i	i
CC(=O)Nc1ccc(OC(F)(F)C(F)F)c(NC(C)=O)c1	i	i	i	i	i	i	i	i	-5	i	i
O=C(COc1ccc(S(=O)(=O)N2CCOCC2)cc1Cl)NCC1CCCO1 (configuration not stated)	i	i	i	i	i	i	i	i	-6	i	i
Cc1ccc(S(=O)(=O)N2CCC(C(N)=O)CC2)cc1[N+](=O)[O-]	i	i	i	i	i	i	i	i	0	i	i
Cc1cnc(C(=O)Nc2nnc(SCc3c(Cl)cccc3Cl)s2)cn1	i	i	i	i	i	i	i	i	-6	i	i
CCOC(=O)c1sc(NC(=O)CCc2ccc(OC)cc2)nc1C	i	i	i	i	i	i	i	i	-6	i	i
OCCN1CCN(CC(O)COC(c2ccc(F)cc2)c2ccc(F)cc2)CC1 (configuration not stated)	i	i	i	i	i	i	i	i	-8	i	i
CNS(=O)(=O)c1cccc(C(=O)OCC(=O)NCCCc2ccccc2)c1	i	i	i	i	i	i	i	i	-10	i	i
CCOCc1nnc(NC(=O)c2cc(OC)cc(OC)c2)s1	i	i	i	i	i	i	i	i	-12	i	i
CCOC(=O)C1CCCN(CC(=O)NC2CC2)C1 (configuration not stated)	i	i	i	i	i	i	i	i	-9	i	i
CC1CCC(NC(=O)CCN2C(=O)C3C4C=CC(C4)C3C2=O)CC1 (configuration not stated)	i	i	i	i	i	i	i	i	-8	i	i
Cn1c(/C=C/c2ccc(Br)cc2)c([N+](=O)[O-])c(=O)n(C)c1=O	i	i	i	i	i	i	i	i	-5	i	i
Cc1nc2c(C#N)cnn2c2c1CCN2CC1CCCO1 (configuration not stated)	i	i	i	i	i	i	i	7.2*	-8	i	i
O=C(CSc1ncccn1)NCc1cccc(Cl)c1	i	i	i	i	i	i	i	i	6.3*	i	i
O=C(COC(=O)c1ccco1)NC1CCCCC1	i	i	i	i	i	i	i	i	-3	i	i
COc1cc(CNC2CCCC2)c(Br)cc1OC1CCCC1	i	i	i	i	i	i	i	i	-8	i	i
COC(=O)c1cc(N2CCN(C)CC2)nc2ccccc12	i	i	i	i	i	i	i	i	-14	i	i
Cc1cc(C)n2nc(C(=O)OCCOc3ccc(Br)cc3)nc2n1	i	i	i	i	i	i	i	i	-5	i	i
CCCn1nnnc1SCC(=O)N1CCOCC1	i	i	i	i	i	i	i	i	-4	i	i
COc1ccccc1N(CC(=O)NCCSCc1ccccc1)S(C)(=O)=O	i	i	i	i	i	i	i	i	-3	i	i
CCn1cc(C(=O)O)c(=O)c2cnc(N3CCN(C(=S)NC(=O)c4ccc(Cl)cc4)CC3)nc21	i	i	i	i	i	·	·	i	-16	i	i
COc1ccc(/C=N/NC(=O)c2ccc(Cl)cc2)cc1Cn1cc(Cl)cn1	i	i	i	i	i	i	i	i	-3	i	i
COc1ccc(-c2noc(CCC(=O)NCc3ccco3)n2)cc1	i	i	i	i	i	i	i	i	-8	i	i
CCCn1cc(S(=O)(=O)c2ccccc2)c(=O)c2cc(CC)ccc21	i	i	i	i	i	i	i	i	-7	i	i
COc1ccc(/C=C/C(=O)Nc2ccc(C(N)=O)cc2)cc1OC	i	i	i	i	i	i	i	i	-15	i	i
N#Cc1c(N)nc2c(c1-c1cccs1)CCCC2	i	i	i	i	i	i	i	i	-5	i	i
CC(C)c1ccc(CNCc2ccccc2)cc1	i	i	i	i	i	i	i	i	-8	i	i
CCc1ccccc1Nc1ncnc2ccccc12	i	i	i	i	i	i	i	i	-1	i	i
CCOC(=O)c1c(N)sc(C(=O)OC)c1C	i	i	i	i	i	i	i	i	-11	i	i
Cc1cc(C)nc(-n2nc(C)c(C3(O)C(=O)Nc4ccccc43)c2N)n1 (configuration not stated)	i	i	i	i	i	i	i	i	-6	i	i
Cn1nc(-c2ccccc2)c(CO)c1Oc1ccc(F)cc1	i	i	i	i	i	i	i	i	-2	i	i
Cc1ccccc1C(=O)NCCn1cc(SCC(=O)NCC2CCCO2)c2ccccc21 (configuration not stated)	i	i	i	i	i	i	i	i	-7	i	i
CCCCN(CCCC)S(=O)(=O)c1ccc(NC(=O)c2ccc([N+](=O)[O-])cc2Cl)cc1	i	i	i	-11*	7*	i	i	i	-7	i	i
CN(C)c1ccc(NC(=O)c2ccc(Cn3cc([N+](=O)[O-])cn3)cc2)cc1	i	i	i	i	i	i	i	i	-10	i	i

Additional entries
SMILES	MrgX1 ag	RGS4 block	KCNK9 inh	RGS4 act	KCNQ1 inh	ANO1 activ	KCNK3 block	MrgX1 allo act	hERG rescue	KCNQ1 pot	TMEM16A inh
COc1cccc(CN2CCN(c3ncccn3)CC2)c1OC	i	i	i	i	i	i	i	i	-2	i	i
COc1ccc(CCNC(=O)C2CC(c3c(Cl)cccc3Cl)=NO2)cc1 (configuration not stated)	i	i	i	i	i	i	i	i	-12	i	i
CCN1C(=O)[C@H]2[C@@H](c3ccc(C)cc3)N3C(=O)N(c4cccc(Cl)c4)C(=O)[C@@]3(C)[C@H]2C1=O	i	·	·	·	·	i	i	i	·	·	i
COCC(C)NC(=S)N1CCN(c2ccccc2Cl)CC1 (configuration not stated)	i	i	i	i	i	i	i	i	-20	i	i
CCC(c1nnc(SCC(=O)NCCc2ccc(OC)c(OC)c2)n1Cc1ccccc1)N(C)C (configuration not stated)	i	i	i	i	i	i	i	i	0	i	i
O=c1[nH]nnc2sc3c(c12)CCCC3	i	i	i	i	i	i	i	i	1	i	i

Screening data as filed in PubChem.
